# ERK EGF block – qHTS Assay for Inhibitors of the ERK Signaling Pathway using a Homogeneous Screening Assay; Stimulation with EGF. AID 1454, 2008. Potency, µM (top dose mostly 11.5 µM), for inactives: at the top dose activity change, negative = inhibition, usual class: inhibitors. 0.41% of 130,000 active. HEK293-V1b, EGF-stimulated phospho-ERK AlphaScreen; active = well fitted inhibition curve with a large enough effect; inconclusive = small, poorly fitted or top-dose-only effect, or effect the other way;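 note: plate controls were stimulated vehicle wells for no effect and unstimulated vehicle basal for full effect; nearly all actives have a fitted effect of over 55% in size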
#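 Stably V1b-transfected HEK293 cells; 30 min compound, then EGF 25 nM final for 5 min at 37C; 10 min lysis; phospho-ERK by AlphaScreen after 5 hr beads at room temperature.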
# * hit, by the source's call; ? = inconclusive; & = joins results of further samples; [ ] = remark or other dose. Potency is the fitted concentration of half-maximal effect. Some of the compounds tested; the hit share may differ from the screen's.
molecule	ERK EGF block
Cc1cccc(NC2=C(NC(=O)c3ccccc3)C(=O)c3ccccc3C2=O)c1	?
CCC(=O)Nc1cccc(NC(=O)c2ccccc2Cl)c1	4%
COC(=O)CNC(=S)NC(=O)c1ccc(C(C)(C)C)cc1	-9%
O=C(O)CC/C(=N\NC(=O)CNC(=O)c1ccc(F)cc1)c1ccccc1	7%[57.5 µM]
O=C(Cc1ccccc1)Nc1nc(-c2cccc([N+](=O)[O-])c2)cs1	-5%
CCOc1ccc(Nc2nc(N)nc(CSC(=S)N3CCN(c4ccccc4)CC3)n2)cc1	-15%[57.5 µM]
O=C(NNC(=O)C1[C@H]2CCCC[C@@H]12)NC1CCCCC1 (some centres not stated)	5%
O=C(CNC(=S)N(Cc1ccccc1)Cc1cccnc1)NCc1ccccc1	-3%
COc1cccc(C(=O)COC(=O)c2ccc(NC(C)=O)cc2)c1	12%
Brc1ccc2nc(-c3c[nH]c4ccccc34)cn2c1	3%
Nc1ccc2nc3c(=O)n(C4CCCCC4)c(=O)[nH]c3nc2c1	4%[57.5 µM]
CCCN1Cc2cccc(C(=O)NCc3ccc(C)cc3)c2C1=O	-14%
O=C(CSc1ccc(Cl)cc1)NCc1ccncc1	-9%
CCCS(=O)(=O)N1CCC(CCOc2ccccc2)(C(=O)OCC)CC1	-3%
CC(=O)NCCOc1cccc(OCCNC(C)=O)c1	14%
Cc1ccc(S(=O)(=O)c2ccccc2)cc1S(=O)(=O)N1CCOCC1	3%
COc1ccc(CCc2nnc(CCC(=O)NCCc3ncccc3C)o2)cc1	-2%
Cc1ccc(/C=N/NC(=O)Cn2ccc(C(F)(F)F)n2)o1	-1%
CC(C)(CO)NC(=O)CC1C(=O)NCCN1CC(c1ccccc1)c1ccccc1 (configuration not stated)	4%
Cc1nn(CC(=O)Nc2ccc(C#N)cc2)c(C)c1[N+](=O)[O-]	-3%
CN1C(=O)/C(=C/c2ccc(C(=O)NC3CCCC3)cc2)Oc2ccccc21	0%
Cc1cc(O)cc2c1C(c1ccc(F)cc1)CC1(CC(C)(C)NC(=S)N1)O2 (configuration not stated)	3%
O=C(c1cnccn1)N1CCC2(CC1)CN(c1cccc(-c3ccccc3)c1)C2	4%
O=C(O)C1=C[C@@H](c2ccc3c(c2)OCO3)C[C@@H](OCc2ccc(CO)cc2)O1	2%[57.5 µM]
CCN(C(=O)c1cc2c(=O)[nH]c3ccc(C)cc3c2s1)c1ccc(F)cc1	-4%[57.5 µM]

# The list goes on.
molecule	ERK EGF block
O=C(NC(=O)c1ccccc1O)c1ccc(C(F)(F)F)cc1	-9%[57.5 µM]
O=C(/C=C/c1ccco1)Nc1ccc2nn(-c3ccccc3)nc2c1	-19%
CN(C)S(=O)(=O)c1cc(NC(=O)CN2CCCc3ccccc32)ccc1Cl	-8%
O=C(O)CNC(=S)N(Cc1ccccc1Cl)C1CCCCC1	-12%
FC(F)(F)COc1nc(N/N=C/c2cccnc2)nc(N2CCCCC2c2ccccn2)n1 (configuration not stated)	0%
COc1ccc2c(c1)[nH]c1c(Cl)ncnc12	8%
CCC1CCCCN1C(=S)Nc1cccc(S(=O)(=O)N(C)C)c1 (configuration not stated)	-1%
Cn1cccc1/C=N/N1CCN(c2ccccn2)CC1	30%
FC(F)(F)c1cccc(NC(=S)NCc2ccccn2)c1	-2%
CCC1=C2CC[C@H]3C(=O)N(CC(=O)OC)C(=O)[C@H]3[C@H]2[C@@]2(C)C(=NCC(=O)OC)OC(=O)N2C1=O	6%
CC(C)Cn1c(CN2CCN(C(=O)c3ccco3)CC2)nc2c1c(=O)n(C)c(=O)n2C	1%
COc1ccc(-c2cc(C(F)(F)F)nc(SCC(=O)N3CC(C)OC(C)C3)n2)cc1OC (configuration not stated)	9%
N#C/C(=C\c1cccc([N+](=O)[O-])c1)C(=O)NCc1cccnc1	?
CC(=O)N(CCC1(C(C)C)CCOC(C)(C)C1)C(C)c1cccs1 (configuration not stated)	7%[57.5 µM]
CCOc1ccc(N(Cc2ccc(OC)cc2)C(=O)c2ccco2)cc1	-2%
NC(=O)CC(NC(=O)c1ccccc1)c1ccc(NCCc2cccc(F)c2)c([N+](=O)[O-])c1 (configuration not stated)	-10%[57.5 µM]
COc1ccccc1/C=C/C(=O)c1ccc(NC(C)=O)cc1	-3%
CC(=O)N1CCCC(C(=O)c2ccc3c4c(cccc24)CC3)C1 (configuration not stated)	2%
Cc1cc(C)n(-c2ccc(Cl)c(Cl)c2)n1	32%
Cc1ccc(S(=O)(=O)NCC2CCCO2)cc1[N+](=O)[O-] (configuration not stated)	10%
Cc1cnc(C(=O)NCc2ccc(Cl)cc2Cl)cn1	-7%
O=C(NCc1ccco1)c1sc2cc(F)ccc2c1Cl	-1%
CCOc1ccc(CC(C(N)=O)C(N)=O)cc1	1%
CCC1(CC)NC(=O)N(CC(=O)OCC(=O)Nc2sccc2C#N)C1=O	-7%
CS(=O)(=O)N1CCC[C@@]2(CCN(C(c3ccccc3)c3ccccc3)C2)C1	-3%

# Molecules shown so far that contain a cyano group (three):
molecule	ERK EGF block
Cc1nn(CC(=O)Nc2ccc(C#N)cc2)c(C)c1[N+](=O)[O-]	-3%
N#C/C(=C\c1cccc([N+](=O)[O-])c1)C(=O)NCc1cccnc1	?
CCC1(CC)NC(=O)N(CC(=O)OCC(=O)Nc2sccc2C#N)C1=O	-7%

# Continued:
molecule	ERK EGF block
CN(CCC#N)C(=O)COC(=O)c1ccc2[nH]c3c(c2c1)CCCC3	-1%
CCC(C)C(NC(=O)C(C)NC(=O)CNC(=O)CNC(=O)OCc1ccccc1)C(=O)OC (configuration not stated)	1%
CCOc1ccc(N2C(=O)CC(NCC3CCCO3)C2=O)cc1 (configuration not stated)	-2%
Cc1cc(C(=O)OCC(=O)NCc2cccs2)c2ccccc2n1	-1%
COc1ccc(OCC(=O)NNC(=O)c2nn(C)c(=O)c3ccccc23)cc1	6%
Cc1ccc(C2CC(c3ccc(NS(C)(=O)=O)cc3)=NN2C(=O)c2ccco2)cc1 (configuration not stated)	3%
COc1ccc(NC(=O)c2cncc(Br)c2)cc1S(N)(=O)=O	7%
CC1Oc2ccccc2OC1(O)c1ccccn1 (configuration not stated)	7%
O=C1CC(SC(=Nc2ccccc2)Nc2ccccc2)C(=O)N1c1ccc(Cl)c(Cl)c1 (configuration not stated)	6%
Cn1nnc(NC(=O)/C=C/c2ccco2)n1	-5%[57.5 µM]
Cc1c(/C=N/NC(=O)c2ccc(O)cc2)c2ccccn2c1C(=O)c1ccc(F)cc1	-5%
O=C(Cn1nc(-c2cccc(Cl)c2)ccc1=O)Nc1ccc(C(=O)NC2CC2)cc1	8%
COc1cccc(/C=C/C(=O)OCC(=O)Nc2ccc(Cl)c(S(=O)(=O)N(C)C)c2)c1	3%
Cc1ccccc1C=Nc1ccccc1C(N)=O	1%
Cc1c(C(=O)Oc2ccc(F)cc2)sc2ncn(Cc3cccc(F)c3)c(=O)c12	7%
NNc1nc(-c2ccccc2)c2ccccc2n1	-10%
CCOC(=O)CNC(=S)N(Cc1cccs1)C1CCCCC1	-3%
CC(C)OC(=O)/C(C#N)=C\c1cccnc1	7%
O=C(CN1C(=O)NC(c2ccccc2)(c2ccccc2)C1=O)c1c[nH]c2ccccc12	4%
CN(C)CCN=Cc1c(O)n(Cc2ccccc2)c(=O)c2ccccc12	-1%
CCCn1c(=N)c(C(=O)NC2CCCC2)cc2c(=O)n3cccc(C)c3nc21	7%
Cc1ccc(COC(=O)c2nn(-c3ccccc3)nc2N)cc1	-4%
O=C(O)CCC(=O)NNC(=O)COc1ccc2ccccc2c1Br	-7%
Cc1ncsc1CCOC(=O)c1ccc(N2CCOCC2)c([N+](=O)[O-])c1	?
CCCCCCCC/C=C\CCCCCCCC(=O)NCc1ccc(O)c(OC)c1	-3%

# (more compounds)
SMILES	ERK EGF block
C=CCc1c(C)nc(N)[nH]c1=O	9%
CCC/C(O)=C1\C(=O)CCCC1=NCCc1c(C)[nH]c2ccccc12	-9%[57.5 µM]
O=C(O)c1cc(-n2cccc2)ccc1N1CCOCC1	1%[57.5 µM]
O=C(Nc1cccc2ccccc12)OCc1cncs1	-4%
O=C(Cn1cnc2ccccc21)N/N=C/c1ccccc1[N+](=O)[O-]	7%
CCN1CCCCC(=N/O)/C(=N/O)CCCC1	-18%[57.5 µM]
C/C(CCc1ccco1)=N/NC(=O)CCC(=O)Nc1ccc(Br)cc1	4%
CCOC(=O)NC(=O)/C(C#N)=C\Nc1sccc1C(=O)OC	1%
COc1cc(/C=C2\CCc3ccccc3C2=O)cc(OC)c1OC	2%
O=C(NCCCN1CCOCC1)C(=O)NCCc1ccccc1	7%
COc1ccc(C2CC(c3ccc(Cl)cc3Cl)n3nc(N)nc3N2)cc1 (configuration not stated)	11%
CCOC(=O)N1CCC(N(CCN(C)C)C(=S)Nc2cccc(OC)c2)CC1	-8%

# Other entries follow:
SMILES	ERK EGF block
Cc1c(C(=O)N2CCOCC2)cc(C(C)(C)C)n1-c1ccccc1	-6%[57.5 µM]
O=[N+]([O-])c1nn(-c2cccc(Cl)c2)n(O)c1=NCc1cccnc1	-6%
CCN(CCNCC(O)COCc1ccc(Cl)cc1)c1cccc(C)c1 (configuration not stated)	-2%
CCn1c(-c2cc(-c3ccccc3OC)nc3ccccc23)n[nH]c1=S	-8%
Cc1ccc(C)c(NS(=O)(=O)c2ccc(OCC(=O)N3CCOCC3)cc2)c1	3%
COc1cc([N+](=O)[O-])ccc1NC(=O)CSc1ccccn1	-2%
C=CCc1c(C)nc(-c2ccccc2)nc1N/N=C/c1ccccc1	2%
CCOC(=O)C1=NN(C(C)=O)C2(CC(=O)N(c3cccc(C)c3)C2=O)C1 (configuration not stated)	-1%
CN(C)c1ccc(C=C2C(=O)OC(C)(C)OC2=O)cc1	1%
COc1ccc(C(=O)/C=C/C(=O)N(CC(=O)NC2CCCCC2)Cc2ccccc2)c(O)c1	?
COc1ccc(-c2cnc3ncnn3c2N)cc1	-5%
Cc1ccc(C(=O)NCCc2ccccn2)cc1S(=O)(=O)N1CCOCC1	-9%[57.5 µM]

# In the list so far, these have a thiophene ring, fused or not:
SMILES	ERK EGF block
CCN(C(=O)c1cc2c(=O)[nH]c3ccc(C)cc3c2s1)c1ccc(F)cc1	-4%[57.5 µM]
CC(=O)N(CCC1(C(C)C)CCOC(C)(C)C1)C(C)c1cccs1 (configuration not stated)	7%[57.5 µM]
O=C(NCc1ccco1)c1sc2cc(F)ccc2c1Cl	-1%
CCC1(CC)NC(=O)N(CC(=O)OCC(=O)Nc2sccc2C#N)C1=O	-7%
Cc1cc(C(=O)OCC(=O)NCc2cccs2)c2ccccc2n1	-1%
Cc1c(C(=O)Oc2ccc(F)cc2)sc2ncn(Cc3cccc(F)c3)c(=O)c12	7%
CCOC(=O)CNC(=S)N(Cc1cccs1)C1CCCCC1	-3%
CCOC(=O)NC(=O)/C(C#N)=C\Nc1sccc1C(=O)OC	1%

# (continued)
SMILES	ERK EGF block
COc1ccc(/C=N/NC(=O)CN(c2ccc(OC)cc2)S(=O)(=O)c2ccccc2)cc1	-1%[57.5 µM]
COc1ccc(/C=N/Nc2nc(-c3ccc(Cl)cc3)cc(C(F)(F)F)n2)c(OC)c1	8%
Nc1cc(C(F)(F)F)ccc1C(=O)O	0%
CCOC(=O)c1oc2ccc(S(=O)(=O)n3nc(-c4cc(OC)c(OC)c(OC)c4)cc3N)cc2c1C	9%
CC(=O)Nc1ccc(C(=O)N/N=C/c2cccnc2)cc1	-4%
CCCCc1c(O)cc(C)[nH]c1=O	17%[57.5 µM]
CCSc1nc(-c2cccnc2)ccc1C#N	2%
O=C(c1ccccc1F)N1CCN(c2ccc([N+](=O)[O-])c3cccnc23)CC1	1%
COc1ccc(C2CC(c3ccccc3)=NN2C(=O)COC(=O)c2nc3nccc(C)n3n2)cc1 (configuration not stated)	-14%
Cc1ccc(C(=O)NCCc2sc(C)nc2C)cc1	-12%
Cc1ccc(NC(=O)NN(C)c2c(Cl)c(Cl)nn2C)cc1	0%
COc1cc(NC(=O)CSCC(=O)Nc2cc(OC)cc(OC)c2)cc(OC)c1	-2%[57.5 µM]

# (cont.)
SMILES	ERK EGF block
CCOC(=O)C1(Cc2ccccc2C(F)(F)F)CCN(C(C)COC)CC1 (configuration not stated)	-16%[57.5 µM]
O=C(N/N=C/c1ccccn1)c1cc(-c2ccccc2)nc2ccccc12	-11%[57.5 µM]
CC(C)C(=O)n1nc(-c2cccnc2)nc1NCc1ccc(F)cc1	-2%[57.5 µM]
CC(C)(C)c1ccc(OC(=O)CN2C(=O)C3C4CCC(C4)C3C2=O)cc1 (configuration not stated)	7%
CCCOC(=O)CCCCCCCCC(O)CN1CCCCC1 (configuration not stated)	16%
COCCNC(=O)c1c(C)cc(C)cc1C	9%
O=c1cc2oc3cc(O)c(O)cc3c(-c3ccccc3O)c-2cc1O	?
Cc1ccc(N2CC(C(=O)N/N=C/c3sccc3C)CC2=O)cc1 (configuration not stated)	-4%
Cc1ccc2c(c1)C(=O)CC1(CCCCCC1)O2	-8%[57.5 µM]
CC(=O)Nc1ccc(S(=O)(=O)Nc2ccc(-c3ccc4nnc(C)n4n3)cc2)cc1	32%
Cc1cc(=O)oc(C)c1C(=O)Nc1ccc(F)cc1	9%[57.5 µM]
O=c1[nH]c2ccc(NC(=S)NCc3ccccc3)cc2[nH]1	-7%[57.5 µM]

# The last two entries of the part before come first, to join the parts:
SMILES	ERK EGF block
Cc1cc(=O)oc(C)c1C(=O)Nc1ccc(F)cc1	9%[57.5 µM]
O=c1[nH]c2ccc(NC(=S)NCc3ccccc3)cc2[nH]1	-7%[57.5 µM]
O=C(c1ccccc1[N+](=O)[O-])N1CCc2ccccc2C1	0%
S=c1[nH]c2cc3ccccc3cc2[nH]1	32%&-5%[57.5 µM]
CC(C)CC(NC(=O)CN)C(=O)NC(Cc1ccccc1)C(=O)O (configuration not stated)	17%
COc1ccc(CCN=C(N)NS(=O)(=O)c2ccc(C)cc2)cc1OC	-1%

# Compound activity: PubChem BioAssay, National Center for Advancing Translational Sciences (NCATS)
